High-throughput results from PubChem.
aSyn rescue – rescues yeast growth from alpha-synuclein toxicity. Yeast expressing alpha-synuclein, growth rescue, BacTiter-Glo, 24 h. Potency, µM (top dose mostly 46.1 µM), without a hit: top-dose growth rescue (activation), usual class: activators. 370,000 compounds, 0.14% hits; also: potency is read from the fitted curve at half-maximal effect; % of control where 0% means no effect; nearly all actives have a fitted effect of over 65% in size
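Readout is rescue of growth in alpha-synuclein-expressing yeast, so inhibitors of toxicity appear as activators. Growth after 24 hr at 30 deg C in galactose medium is quantified by luminescence.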
TDP43 rescue – rescues yeast growth from TDP-43 toxicity; Potency, µM (titrated, usually from 46.1 µM), for inactives: at the top dose growth rescue (activation), most hits filed as activators; 410,000 compounds, 1.8% hits; AID 652104; TDP-43 expressing yeast growth rescue, BacTiter-Glo, 24 h; also: potency is read from the fitted curve at half-maximal effect; % of control where 0% means no effect; nearly all actives have a fitted effect of over 50% in size
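Growth rescue of TDP-43-toxic yeast measured as ATP luminescence (BacTiter-Glo). Cells grown to mid-log in raffinose, induced in galactose at OD600=0.02, exposed to compound 24 hr at 30 deg C.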
FUS yeast rescue – suppressors of FUS proteinopathy in yeast; 390,000 compounds, 0.24% hits; Potency, µM (doses to about 76.6 µM), for the others: top-dose growth rescue (activation), hits mostly activators; S. cerevisiae FUS-expressing, growth rescue, OD600, 24 h; AID 1347120;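 also: potency is read from the fitted curve at half-maximal effect; plate controls were DMSO vehicle for no effect and reference control for full effect; nearly all actives have a fitted effect of over 55% in size; some results filed as inactive show a strong effect at the top dose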
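Read-out: OD at 600 nm after 24hr at 30C, reporting rescue of FUS-induced yeast toxicity. Cells at OD 0.005 in galactose (2%) minimal medium; compounds tested in a dilution series; CP55940 titration from 92uM final as control.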
D3 antag – antagonists of human D3 dopamine receptor; P35462; D3R cells, DiscoveRx beta-arrestin luminescence, antagonist mode; hits give low values; 360,000 compounds, 2.5% hits; max response, negative = inhibition, %; in the data active = max response below about -50%; inconclusive = no clear call, values can overlap the other calls; also: % is scaled to controls: 0 for no effect and ±100 for the full control effect; mostly tested at two doses, the higher about 12 µM
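Cells plated overnight at 1500 cells/well, then exposed to library compounds with dopamine controls for 90 minutes at 37 degrees C. DiscoveRx reagent added for 30–60 minutes at room temperature; luminescence read, quantitative HTS format.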
D3 ag – activates the human D3 dopamine receptor; max activation, %; AID 652048; 410,000 compounds, 0.58% hits; D3R DiscoveRx beta-arrestin cells, luminescence, 90 min; in the data active = max activation above about 30%; also: 0% is about no effect; mostly tested at two doses, the higher about 12 µM
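Agonist-mode cell screen: cells plated at 1500/well and incubated overnight at 37 °C, then exposed to library compounds for 90 min at 37 °C. Detection reagent was added for 30–60 min at room temperature, and luminescence was read.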
Abeta yeast res – restores growth of yeast expressing A-beta42 peptide. 410,000 compounds, 0.063% hits. Potency, µM (series often up to 46.1 µM), for inactives: top-dose growth rescue, most hits filed as activators. yeast expressing A-beta42, growth rescue, OD600, 48 h; response scale: 0% DMSO, 100% iron-clioquinol control; also: potency is read from the fitted curve at half-maximal effect; nearly all actives have a fitted effect of over 55% in size
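Yeast A-beta toxicity model in growth medium with pinned compounds, 48 h at 30 C; growth read as absorbance at 600 nm. Normalized to FeCl3/clioquinol equimolar mix (positive) and DMSO (negative).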
EPAC2 agonist – EPAC2 (human) agonism; Potency, µM (highest dose often 154 µM), for inactives: at the top dose activation, actives largely listed as activators; Q8WZA2; 360,000 compounds, 0.079% hits; EPAC2 activation, biochemical qHTS; response scale: 100% = 6.5 mM cAMP response; AID 720711; also: potency is read from the fitted curve at half-maximal effect; nearly all actives have a fitted effect of over 50% in size
Target sequence (Q8WZA2 whole entry, looked up): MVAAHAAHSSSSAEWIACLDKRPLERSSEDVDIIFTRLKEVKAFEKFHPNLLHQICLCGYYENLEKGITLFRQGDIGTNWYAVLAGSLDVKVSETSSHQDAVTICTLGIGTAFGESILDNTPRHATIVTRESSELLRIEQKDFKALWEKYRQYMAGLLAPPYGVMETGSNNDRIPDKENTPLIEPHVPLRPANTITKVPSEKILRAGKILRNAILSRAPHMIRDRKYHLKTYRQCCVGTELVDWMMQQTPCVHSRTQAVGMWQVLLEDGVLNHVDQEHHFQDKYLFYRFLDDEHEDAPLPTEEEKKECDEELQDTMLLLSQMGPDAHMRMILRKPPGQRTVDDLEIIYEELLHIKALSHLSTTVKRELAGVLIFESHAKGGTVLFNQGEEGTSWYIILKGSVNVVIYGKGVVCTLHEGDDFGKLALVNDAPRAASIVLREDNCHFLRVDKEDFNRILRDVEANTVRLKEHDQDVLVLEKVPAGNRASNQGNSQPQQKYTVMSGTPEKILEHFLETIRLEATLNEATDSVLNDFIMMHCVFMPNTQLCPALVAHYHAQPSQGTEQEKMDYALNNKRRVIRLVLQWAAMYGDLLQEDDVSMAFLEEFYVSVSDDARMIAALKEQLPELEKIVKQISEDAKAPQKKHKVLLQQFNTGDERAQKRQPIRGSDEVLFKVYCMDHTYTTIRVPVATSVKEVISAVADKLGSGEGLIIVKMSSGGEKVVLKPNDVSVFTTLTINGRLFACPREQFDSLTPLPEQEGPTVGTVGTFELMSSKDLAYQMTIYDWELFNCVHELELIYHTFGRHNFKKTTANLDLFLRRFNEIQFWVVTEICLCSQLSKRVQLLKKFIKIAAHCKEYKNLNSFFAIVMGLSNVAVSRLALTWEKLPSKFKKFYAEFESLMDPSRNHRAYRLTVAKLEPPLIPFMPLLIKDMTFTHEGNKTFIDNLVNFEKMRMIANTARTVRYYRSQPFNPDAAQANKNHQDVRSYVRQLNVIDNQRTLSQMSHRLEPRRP
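qHTS, titration series. 100 nM EPAC2 / 250 nM Rap1B-BODIPY-GDP / 50 uM GDP; RT; ex 480/em 540 nm, 5-min reads to 30 min. Norm. to 6.5 mM cAMP = activation.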
EPAC2 antagonist – antagonists of human EPAC2; EPAC2 GEF exchange of Rap1B-BODIPY-GDP, fluorescence; Potency, µM (top dose mostly 114 µM), without a hit: top-dose activity, negative = inhibition, hits mostly inhibitors; 360,000 compounds, 0.18% hits; also: potency is read from the fitted curve at half-maximal effect; % is scaled to controls: 0 for no effect and ±100 for the full control effect; nearly all actives have a fitted effect of over 45% in size; many of its hits are not listed in these tables
An asterisk follows results filed as active; ? = inconclusive; . = not tested or not shown; & = joins results of further samples; [ ] = remark or other dose. Unless noted, calls follow the shape of the dose curve; as a rule, active = well fitted curve in the direction sought with a large enough effect; inconclusive = small, poorly fitted or top-dose-only effect, or another doubt; inactive = no such curve, though single readings can be large; an effect the other way counts as inactive or inconclusive.

SMILES	aSyn rescue	TDP43 rescue	FUS yeast rescue	D3 antag	D3 ag	Abeta yeast res	EPAC2 agonist	EPAC2 antagonist
Cc1ccc(-n2nc(CO)c(C(=O)NCCCc3ccccc3)n2)cc1	.	15%	17%	.	9	-6%	.	.
C=CCNC(=S)Nc1ccc(OC(F)F)c(Cl)c1	-3%	17%[9.22 µM]	5%	9	3	7%	1%	-6%
COc1ccc([N+](=O)[O-])cc1NC(=S)NC(NC(C)=O)C(Cl)(Cl)Cl (stereo unspecified)	-4%	-4%	-16%	0	-26	-10%	10%	12%
CCN1C(=O)CC(N2CCN(c3ccc(C(=O)c4ccccc4)cc3)CC2)C1=O (stereo unspecified)	-10%	24%	21%	-9	-4	1%[9.22 µM]	7%	-4%
CCOc1ccc2nnnn2n1	-1%	1%	-19%	13	0	12%	1%	11%
NC(=O)c1ccccc1NC(=O)/C=C/c1ccccc1	-16%	13%	2%	1	-1	-16%	-9%	3%
COc1ccc(Nc2nc(Cl)nc(Nc3ccc(OC)cc3OC)n2)c(OC)c1	-3%	5%	5%	5	16	-18%	5%	2%
COCCN1C(=O)C(=O)/C(=C(/O)c2ccc(S(=O)(=O)N3CCOCC3)cc2)C1c1ccc(O)c(OC)c1 (stereo unspecified)	3%	-3%	11%	9	5	10%	1%	-12%
O=C(O)COCC(=O)N1CCCN(c2ccc(C(F)(F)F)cn2)CC1	-1%	-6%	-1%	47	4	-7%	13%	6%
Cc1noc(C)c1S(=O)(=O)N1CCN(Cc2ccc3c(c2)OCO3)CC1	-7%	5%	-12%	?	-8	-11%	18%	3%
Cn1c(SCc2nc3ccccc3s2)nnc1-c1cccs1	8%	?	17%	-22	3	-1%	9%	-5%
C=CCSC1=N/C(=C\c2sccc2C)C(=O)S1	-2%	0%	16%	16	-15	-1%	12%	1%
O=C(O)c1ccccc1C(=O)OCc1c(-c2ccccc2)ncc2ccccc12	0%	0%	-14%	39	1	2%	4%	13%
Cc1cccc(C)c1N1C(=O)c2ccccc2NC(=O)C1C(=O)Nc1ccc(N2CCOCC2)cc1 (stereo unspecified)	-4%	1%	34%	-15	-7	-8%	6%	4%
COCn1c(-c2ccccc2)nc2ccccc21	-2%	0%	-5%	5	-1	16%	8%	20%
COc1ccc(-c2cc(C)no2)cc1S(=O)(=O)N1CCN(c2ccccc2F)CC1	4%	?	?	3	2&-7	1%&-3%	2%	-9%
Cc1c(Cl)cccc1NC(=O)CSc1nc(=O)n(CCCN2CCOCC2)c2c1CCCC2	1%	12%	-25%	-5	-1	6%	7%	-12%
Cc1cc(OC(F)F)ccc1NC(=O)Nc1ccc2c(c1)OCO2	-2%	22%	-13%	-7	-2	-13%	4%	0%
CN1C(=O)N(CC(=O)c2ccc3c(c2)OCO3)C(=O)C12CCCCC2	6%	-3%	-30%	38	2	2%	19%	-7%
O=S(=O)(Nc1ccc(N2CCOCC2)nn1)c1ccccc1	4%	5%	2%	-28	1	7%	-5%	0%
CC1CCN(C(=O)CSc2nnc(CN3CCOCC3)n2-c2ccccc2)CC1	-4%	-24%	16%	-16	-5	-14%	-6%	2%
CCOC(=O)c1[nH]c(C)c(C(=O)NCCc2ccccc2)c1C	.	10%	10%	.	3	-11%	.	.
O=C(Nc1nc2nc(-c3ccccc3)cc(=O)n2[nH]1)c1ccccc1	1%	0%	7%	35	-4	1%	-11%	-8%
COc1ccc(N2CCN(CCCn3ccc(NC(=O)OCc4ccccc4)nc3=O)CC2)cc1	5%	0%	8%	18	5	4%	1%	-4%
O=C(COC(=O)COc1ccccc1F)NC1CC1	5%	12%	-25%	6	1	6%	0%	4%

14 neighbouring records out of the list so far, for reference:
SMILES	aSyn rescue	TDP43 rescue	FUS yeast rescue	D3 antag	D3 ag	Abeta yeast res	EPAC2 agonist	EPAC2 antagonist
Cc1ccc(-n2nc(CO)c(C(=O)NCCCc3ccccc3)n2)cc1	.	15%	17%	.	9	-6%	.	.
C=CCNC(=S)Nc1ccc(OC(F)F)c(Cl)c1	-3%	17%[9.22 µM]	5%	9	3	7%	1%	-6%
COc1ccc([N+](=O)[O-])cc1NC(=S)NC(NC(C)=O)C(Cl)(Cl)Cl (stereo unspecified)	-4%	-4%	-16%	0	-26	-10%	10%	12%
CCN1C(=O)CC(N2CCN(c3ccc(C(=O)c4ccccc4)cc3)CC2)C1=O (stereo unspecified)	-10%	24%	21%	-9	-4	1%[9.22 µM]	7%	-4%
CCOc1ccc2nnnn2n1	-1%	1%	-19%	13	0	12%	1%	11%
NC(=O)c1ccccc1NC(=O)/C=C/c1ccccc1	-16%	13%	2%	1	-1	-16%	-9%	3%
COc1ccc(Nc2nc(Cl)nc(Nc3ccc(OC)cc3OC)n2)c(OC)c1	-3%	5%	5%	5	16	-18%	5%	2%
COCCN1C(=O)C(=O)/C(=C(/O)c2ccc(S(=O)(=O)N3CCOCC3)cc2)C1c1ccc(O)c(OC)c1 (stereo unspecified)	3%	-3%	11%	9	5	10%	1%	-12%
O=C(O)COCC(=O)N1CCCN(c2ccc(C(F)(F)F)cn2)CC1	-1%	-6%	-1%	47	4	-7%	13%	6%
Cc1noc(C)c1S(=O)(=O)N1CCN(Cc2ccc3c(c2)OCO3)CC1	-7%	5%	-12%	?	-8	-11%	18%	3%
Cn1c(SCc2nc3ccccc3s2)nnc1-c1cccs1	8%	?	17%	-22	3	-1%	9%	-5%
C=CCSC1=N/C(=C\c2sccc2C)C(=O)S1	-2%	0%	16%	16	-15	-1%	12%	1%
O=C(O)c1ccccc1C(=O)OCc1c(-c2ccccc2)ncc2ccccc12	0%	0%	-14%	39	1	2%	4%	13%
Cc1cccc(C)c1N1C(=O)c2ccccc2NC(=O)C1C(=O)Nc1ccc(N2CCOCC2)cc1 (stereo unspecified)	-4%	1%	34%	-15	-7	-8%	6%	4%

More compounds
SMILES	aSyn rescue	TDP43 rescue	FUS yeast rescue	D3 antag	D3 ag	Abeta yeast res	EPAC2 agonist	EPAC2 antagonist
O=S(=O)(NC1=NCCCCC1)c1cc(F)ccc1F	-7%	-1%	-4%	0	6	7%	5%	4%
COc1ccccc1/C=C/CN1CCCC(CO)(CCc2ccccc2)C1 (stereo unspecified)	9%	3%	9%	-96*	-23	12%	2%	-16%
COC(=O)C1(CCSC)NC(c2ccc(O)c(OC)c2)C2C(=O)N(c3ccc(C)cc3)C(=O)C21 (stereo unspecified)	3%	-8%	9%	-9	4	14%	-3%	-8%
CC(C)c1ccc(NC(=O)N2CCN(c3ccc(Cl)c(Cl)c3)CC2)cc1	.	9%	28%	.	2	0%	.	.
CCN(CC)CCCNC(=O)CNC(=O)c1nn(-c2ccc(OC)cc2)c(=O)c2ccccc12	-3%	0%	21%	-14	-9	-1%	1%	13%
C[C@H](O)[C@@H]1CN2CCc3c([nH]c4ccccc34)[C@@H]2C[C@@H]1N(C)C(=O)c1ccco1	-12%	27%	-11%	-26	-3	-12%	11%	1%
Cc1cc(NC(=O)CCSc2nc(-c3ccco3)cc(C(F)(F)F)n2)no1	2%	-2%	6%	-4	7	14%	-4%	0%
O=[N+]([O-])CC1(n2nc3ccccc3n2)CCCCC1	1%	5%	-18%	?	-17	0%	1%	3%
O=C1NC2(CCCCC2)N=C1c1ccc(Br)cc1	-13%	0%	7%	-28	-3	1%	-2%	5%
CC1Oc2ccccc2N(CC(=O)NCCCN2CCOCC2)C1=O (stereo unspecified)	0%	0%	11%	-13	-3	10%	8%	2%
O=C(Nc1ccc(NC(=O)c2cc([N+](=O)[O-])ccc2N2CCOCC2)cc1)c1cccs1	1%	8%	?	?	-12	8%	11%	5%
Cc1cc(S(=O)(=O)NCCc2ccccc2)ccc1-n1cnnn1	-1%	-12%	-10%	4	-3	-14%	5%	0%
CC1=NN(c2nc3ccccc3s2)C(O)(C(F)(F)F)C1 (stereo unspecified)	8%	16%	4%	7	-1	3%	1%	-4%
CCOc1ccccc1NC1=C(Cl)C(=O)N(c2ccccc2)C1=O	-9%	25%	.	16	1	0%	14%	-10%
O=C(NCc1ccccc1)C12CC3CC(CC(Cl)(C3)C1)C2	-2%	-4%	-18%	4	-3	14%	3%	-20%
O=C(NC(=O)N1CCCC1)c1csnn1	0%	-6%	-17%	5	7	-14%	0%	4%
COc1ccc2c(COC(=O)CCS(=O)(=O)c3ccc(C)cc3)cc(=O)oc2c1	4%	-46%[inhibitor]	25%	-4	5	1%	10%	14%
Cc1cccc(OCCn2nc(C(=O)O)c3ccccc3c2=O)c1	7%	0%	17%	-13	6	16%	-3%	0%
O=c1c2cnn(-c3ccccc3)c2ncn1Cc1ccco1	1%	14%	12%	-13	-1	-6%	9%	1%
Cc1ccc(S(=O)(=O)n2c(=O)oc3ccccc32)cc1	11%	8.9µM*	-16%	14	2	3%	14%	-29%
CCCC12CN3CC(C)(CN(C1)C31C(=O)Nc3ccc(C)cc31)C2=O (stereo unspecified)	2%	2%	5%	11	5	6%	11%	-17%
COc1ccc(NC(=O)CSc2oc(-c3ccc(F)cc3)nc2S(=O)(=O)c2ccc(C)cc2)c(OC)c1	.	19%	-14%	.	1	8%	.	.
CCCOc1ccc(CNC(=S)N/N=C/c2ccc([N+](=O)[O-])cc2)cc1	-1%	20%	2%	23	-4	5%	-6%	-1%[57.1 µM]
CC1(C)CC[C@]2(C(=O)O)CC[C@]3(C)C(=CCC4[C@@]5(C)CC[C@H](O)C(C)(C)C5[C@H](O)C[C@]43C)[C@@H]2C1 (stereo partly specified)	26%	0%	?	18	-20	8%	-8%	22%
Cc1ccn2c(=O)cc(C)nc2c1	1%	14%	-14%	6	0	0%	3%	3%
Cc1nc(SCc2ccc(C#N)cc2)n[nH]1	2%	5%	-10%	-21	-3	-6%	-2%	13%
CSc1c(CC(=O)Nc2ccc(F)cc2)n(Cc2ccccc2)c2ccccc12	5%	-6%	12%	-22	2	-2%	10%	-4%
Nc1c(C(=O)Nc2ccc(Cl)c(C(F)(F)F)c2)sc2nc(-c3ccncc3)ccc12	.	0%	-8%	.	-9	-2%	.	.
O=C(CCc1nc2ccccc2c(=O)[nH]1)N1CCN(C/C=C/c2ccccc2)CC1	-3%	-8%	9%	-16	-1	-7%	-5%	-1%

Only part of the results is shown; count on the stated rates, not on these rows.
